High-throughput results deposited in PubChem by National Center for Advancing Translational Sciences (NCATS).
12-LOX inh – Primary qHTS assay for inhibitors of human arachidonate 12S-lipoxygenase (ALOX12): Round 2. Polyunsaturated fatty acid lipoxygenase ALOX12 (Homo sapiens), P18054. purified 12hLO, xylenol orange hydroperoxide absorbance. Potency, µM (series often up to 108 µM), for the others: top-dose activity change, negative = inhibition, usual class: inhibitors. 580,000 tested, 1.1% active; active = well fitted inhibition curve with a large enough effect; inconclusive = small, poorly fitted or top-dose-only effect, or another doubt; inactive = no such curve, though single readings can be large or run the other way
Target sequence (P18054 whole entry, looked up): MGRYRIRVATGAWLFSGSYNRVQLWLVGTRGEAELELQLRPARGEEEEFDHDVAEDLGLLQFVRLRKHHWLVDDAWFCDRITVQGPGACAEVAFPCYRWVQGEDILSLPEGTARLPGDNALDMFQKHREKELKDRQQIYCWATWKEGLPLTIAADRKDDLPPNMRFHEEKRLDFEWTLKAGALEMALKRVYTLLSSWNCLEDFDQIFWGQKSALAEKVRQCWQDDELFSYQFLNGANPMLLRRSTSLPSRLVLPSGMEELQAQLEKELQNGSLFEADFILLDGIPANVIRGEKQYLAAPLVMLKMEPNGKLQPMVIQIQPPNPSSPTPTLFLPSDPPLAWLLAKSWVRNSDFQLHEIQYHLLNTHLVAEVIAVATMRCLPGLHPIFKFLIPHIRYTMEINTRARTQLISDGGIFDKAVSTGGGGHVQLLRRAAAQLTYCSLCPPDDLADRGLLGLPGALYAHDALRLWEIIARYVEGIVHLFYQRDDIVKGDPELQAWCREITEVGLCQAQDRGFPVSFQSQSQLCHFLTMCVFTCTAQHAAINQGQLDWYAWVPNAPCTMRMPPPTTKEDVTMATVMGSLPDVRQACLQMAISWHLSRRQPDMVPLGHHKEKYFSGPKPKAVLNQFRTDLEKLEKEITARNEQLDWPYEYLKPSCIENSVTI
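Hydroperoxide product was detected by ferrous iron/xylenol orange as the 573 to 405 nm absorbance ratio. Arachidonic acid at 40 uM (final) was turned over for 30 min at room temperature by 150 nM human 12hLO, pH 7.0 Hepes buffer, after 15 min compound preincubation.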
* = called active by the depositor; u = inconclusive; [ ] = another dose, or the depositor's remark. % is scaled to controls: 0 for no effect and ±100 for the full control effect; potency is read from the fitted curve at half-maximal effect. Only part of the results is shown; count on the stated rates, not on these rows.

12-LOX inh | canonical_smiles
-7%[6.33 µM] | Cc1cc(C)c(S(=O)(=O)c2nnn3c2nc(NC2CCCC2)c2ccccc23)c(C)c1
11%[176 µM] | COc1ccccc1-c1ccc2ncc(Nc3cccc(O)c3)n2n1
-21% | CCS(=O)(=O)N1CCC(Nc2nc3ccccc3o2)CC1
u | COc1cccc(-c2noc(CC3CCN(C(=O)c4ccc(OC)cc4C)CC3)n2)c1
-4%[176 µM] | O[C@@H]1CC(CNC2CCC2)(COc2cccnc2)C[C@@H]1O (stereo partly drawn)
6% | CCCCC1CCC(C(=O)NC(C(=O)O)C(C)C)CC1 (stereo not drawn)
2%[176 µM] | Cc1nn(Cc2ccccc2)c(C)c1[C@@H]1C=C[C@@H](NC(=O)c2ccco2)C1
3% | CCOc1cccc(CNC(=O)c2cc3n(n2)CC(c2ccc(Cl)cc2)OC3)c1 (stereo not drawn)
44%[activator] | O=C(OCCCc1ccccc1)c1cccnc1
u | O=C1CSc2ccc(C(=O)NN(c3ccccc3)c3ccccc3)cc2N1
3% | COCC[C@]1(O)CCN(C(=O)c2cc(-n3cccn3)ccc2Cl)C[C@H]1C
-2%[176 µM] | CC(C)c1ccc(CC(=O)N2CCCc3ncc(C(=O)Nc4cccnc4)cc32)cc1
-4% | O=C(c1ccccc1)N1C[C@H]2OC(=O)N(CCc3cccc(Cl)c3)[C@H]2C1
24% | COCc1nnc(NC(=O)Cn2ccc3ccc(Br)cc32)s1
-1% | O=c1cc(CN2CCN(c3ccccc3)CC2)occ1OCc1ccccc1
u | CCC(=O)Oc1cccc2cc(-c3nc(-c4ccc(Cl)cc4)no3)c(=O)oc12
-7% | Cc1cccc(NC(NC(=O)c2ccccc2C)C(Cl)(Cl)Cl)c1 (stereo not drawn)
-2%[176 µM] | O=C1Nc2ccc(Br)cc2C(=O)N2CCN(C(=O)C3CCCCC3)C[C@H]12
11%[176 µM] | COc1ccccc1-c1cc2c(ccn2C)c(C(=O)NCC2CCN(C)C(=O)C2)n1 (stereo not drawn)
-16% | CCC(C)NC(=O)CSc1cc(C)c2ccccc2n1 (stereo not drawn)
31%[activator] | O=C(Cc1c[nH]c2ccccc12)N1CCC(c2noc(C3CC3)n2)C1 (stereo not drawn)
u | N#Cc1cccnc1NCCNc1cccc2ccccc12
62%[activator] | CN1CCC(Cc2ccc(C(=O)O)cc2)CC1
-1% | CC1CCc2c(c(-c3ccccc3)nc3ccc4ccccc4c23)C1 (stereo not drawn)
7% | COCCC(=O)N1CCC2(CCN(CC(=O)O)CC2)C(CO)C1 (stereo not drawn)
-31%[176 µM] | Cc1cc2cc(-c3c(C)noc3C)nc(NCC3CC3)c2o1
u | N#Cc1nc(/C=C/c2ccccc2Cl)oc1N1CCN(C(=O)c2ccco2)CC1
7% | Cc1ccc(C2=NC3(CCN(C(=O)c4ccccc4Cl)CC3)ON2)cc1
-26% | N#Cc1ccc(S(=O)(=O)N2CCN(C(=O)c3cn[nH]c3-c3ccccc3)CC2)cc1
54%[activator] | CN1C(=O)[C@H]2CN(Cc3cn[nH]c3-c3ccc(F)cc3)C[C@H]2C1=O

Some of the entries so far, bar-delimited:
structure | 12-LOX inh
N#Cc1nc(/C=C/c2ccccc2Cl)oc1N1CCN(C(=O)c2ccco2)CC1 | u
COCc1nnc(NC(=O)Cn2ccc3ccc(Br)cc32)s1 | 24%

Continued.
12-LOX inh | canonical_smiles
u | O=C(NC1CCCCC1)C1CC(c2ccc(F)cc2)=NO1 (stereo not drawn)
u | CCOC(=O)c1cccc(NC(=O)N2CC[C@@H](CC(=O)N(C)CCC#N)[C@@H](CC)C2)c1
u | Cc1ccc(NC(=O)Cn2c(N3CCN(c4ccccc4)CC3)nc(C)cc2=O)cc1
18% | COCC1CN(C2CCC2)CC12CCN(C(=O)c1ccccc1C)CC2 (stereo not drawn)
-10% | O=C(CCC1CCCC1)NC1CCc2ccccc21 (stereo not drawn)
3% | Cn1cccc1C(=O)N1C[C@@H](CO)[C@H](c2nc(C3CC3)no2)C1
-4% | CCN(CC)Cc1nc2sc(C(=O)OC)c(C)c2c(=O)[nH]1
94%[activator][176 µM] | CC(C)C[C@@H]1N[C@H](C(=O)NC2CCC2)Cc2cn(Cc3nccn3C)c3cccc1c23
-3% | COc1cccc2cc(-c3cc(=O)oc4c(C)cc(C)cc34)oc12
u | NS(=O)(=O)c1ccc(N/N=C/c2cccc3ccccc23)c([N+](=O)[O-])c1
11% | O=C(c1ccc2cc[nH]c2c1)N1CCCC(Cc2noc(-c3ccccc3)n2)C1 (stereo not drawn)
11%[176 µM] | CN(Cc1ccc(-c2ccccc2)cc1)Cc1cccn1C
10% | CC(C)c1cc(C(=O)Nc2cccc(Cl)c2)nn1C1CCS(=O)(=O)C1 (stereo not drawn)
u | CN(C)S(=O)(=O)c1cc(C(=O)NCc2coc(-c3cccs3)n2)ccc1Cl
90%[activator][176 µM] | Cc1ccccc1-c1nccn2c(C3CN(Cc4ccc(O)cc4)C3)ncc12
u | CCOC(=O)N1CCN(Cc2cc(=O)oc3c(C)c(C)ccc23)CC1
0% | CC(Sc1nc(CN2CCOCC2)nc2ccccc12)C(=O)N1CCCCCC1 (stereo not drawn)
-10% | COc1cccc(CN2CCC3(CC2)NC(=O)c2ccccc2O3)c1
1% | N#Cc1c(N)n[nH]c1CCCNC(=O)c1cc(-c2cccs2)nc2ccccc12
u | Cc1ccc(C(=O)C(NC(=O)c2ccco2)Nc2ccc(C(=O)O)cc2)cc1 (stereo not drawn)
49%[activator] | CCn1ncnc1C(C)NC(=O)c1coc(COc2ccc3c(c2)OCO3)n1 (stereo not drawn)
5% | O=C(Cn1ccn2nc(-c3ccccc3)c(CO)c2c1=O)N1CCN(c2ccccc2)CC1
-5% | C#CCNC(=O)CNC(=O)CCc1ncc(-c2ccccc2)o1
u | Cc1ccc(C(=O)COC(=O)c2ccc(N3CCCC3=O)cc2)cc1C
43%[activator] | O=C(c1ccc(C(F)(F)F)cc1)N1CCC2(Cc3ccccc3NC2=O)C1 (stereo not drawn)
u | C=CCNC(=O)NC(=O)CN1CCc2ccccc2C1
15% | CO[C@H]1[C@H](NC(=O)c2cccc(F)c2)c2ccccc2C12CCN(Cc1ccco1)CC2
-1% | COc1cccc(CC(=O)N2CCC3(CC2)N=C(c2ccc(Cl)cc2)NO3)c1
92%[activator][176 µM] | COc1ccc(-c2cc3c(ccn3C)c(C(=O)NCCc3cnc[nH]3)n2)cn1
-2% | CSCC[C@@H]1NC(=O)c2cc(NC(=O)c3ccc(-n4cnnn4)cc3)ccc2NC1=O
-1%[176 µM] | Cc1cc(-c2cnc(Nc3ccc(F)cc3)c3c2CCO3)ccn1
-12% | CCOC(=O)c1ccc(NC(=O)N2CCN(Cc3ccc(Cl)s3)CC2)cc1
u | COc1cc(C#N)ccc1OC(=O)c1oc2ccccc2c1C
5% | Cn1ccn(C(F)(F)C(F)Cl)c1=S (stereo not drawn)
-81% | CCc1nc2ccccc2c(NC(=O)CNC(C)(C)C)c1C
u | Cc1ccccc1CN1CCN(c2nc3c(c(=O)[nH]c(=O)n3C)n2Cc2ccc(F)cc2)CC1
30% | COC(=O)[C@H](C)NC(=O)C12CC3CC(CC(C3)C1)C2
29% | COc1cccc(NC(=O)c2cc3c(N(C)Cc4ccccc4)nc(C)cn3n2)c1
u | NC1=[N+](Cc2ccccc2)C[C@H]2C(=C3CCCC[C@H]3n3c(=O)n(-c4ccccc4)c(=O)n32)N1
4% | COc1ccc(-n2[nH]c(C)c(Cc3ccccc3Cl)c2=O)cc1
-8% | CC1CCCN(CCCCNC(=O)CCc2ccc(C#N)cc2)C1 (stereo not drawn)
-7%[176 µM] | FC(F)(F)c1ccc(CN2CC[C@H](c3nc4cc(Cl)ccc4o3)C2)cc1
6% | CS(=O)(=O)NCCc1ccc(C(=O)CSc2ccc(F)cc2)s1
32%[activator] | Cc1cc(C)cc(C(=O)N2CCCN(c3cc(-c4ccc(Cl)cc4)[nH]n3)CC2)c1
8% | CCS(=O)(=O)N1CCC(N2CCCC(C(=O)NCCc3ccccc3)C2)CC1 (stereo not drawn)
u | COCCCn1c(C)cc(C(=O)N2CCC(CCOc3ccccc3)C2)c1C (stereo not drawn)
u | COc1ccc(C)cc1NC(=O)CC1CCCN(c2cnn(C)c(=O)c2)C1 (stereo not drawn)
13% | Cc1nc(C2CCCN(C(=O)Cc3ccncc3)C2)cc(N2CCOCC2)n1 (stereo not drawn)
7% | CN=c1scc(-c2[nH]c(C)c(C(=O)OC)c2C)n1C
-22% | COC(=O)C1=C(N)Oc2cc(C)n(Cc3ccc4c(c3)OCO4)c(=O)c2C1c1ccccc1F (stereo not drawn)
0%[6.33 µM] | COc1ccccc1C(=O)N1CCC2(CC1)C(=NC1CCCCC1)NC(=O)N2c1cccnc1
41%[activator] | COCCN1CCCC(c2[nH]ccc2C(=O)NCCn2cccn2)C1 (stereo not drawn)
17% | CC(C)CN1CCN(C2CCOC3(CCN(C(=O)c4ccc5[nH]ccc5c4)CC3)C2)CC1 (stereo not drawn)
83%[activator] | CCOc1ccccc1CN1CCC(N2CCCC(C(=O)NC3CC3)C2)CC1 (stereo not drawn)
68%[activator] | COc1ccc(C(=O)/C=C/c2ccccc2C(F)(F)F)cc1F
45%[activator] | Cc1nn(C)cc1C(=O)N1C[C@@H](CO)[C@H](c2ccccn2)C1
4% | COc1ccc(C2Cn3nnc(-c4noc(Cc5ccccc5OC)n4)c3CO2)cc1 (stereo not drawn)
u | CC(C)NC(=O)c1cc2n(n1)CC(c1ccc3c(c1)OCO3)OC2 (stereo not drawn)
-8%[176 µM] | O=C1COc2ccc(-c3ccccc3)nc2CN1Cc1ccccc1F
-7% | OC1COc2ccccc2OCCOCCOc2ccccc2OC1

14 entries from above, comma-delimited:
SMILES,12-LOX inh
Cc1cc(C)c(S(=O)(=O)c2nnn3c2nc(NC2CCCC2)c2ccccc23)c(C)c1,-7%[6.33 µM]
COc1ccccc1-c1ccc2ncc(Nc3cccc(O)c3)n2n1,11%[176 µM]
CCS(=O)(=O)N1CCC(Nc2nc3ccccc3o2)CC1,-21%
COc1cccc(-c2noc(CC3CCN(C(=O)c4ccc(OC)cc4C)CC3)n2)c1,u
O[C@@H]1CC(CNC2CCC2)(COc2cccnc2)C[C@@H]1O (stereo partly drawn),-4%[176 µM]
CCCCC1CCC(C(=O)NC(C(=O)O)C(C)C)CC1 (stereo not drawn),6%
Cc1nn(Cc2ccccc2)c(C)c1[C@@H]1C=C[C@@H](NC(=O)c2ccco2)C1,2%[176 µM]
CCOc1cccc(CNC(=O)c2cc3n(n2)CC(c2ccc(Cl)cc2)OC3)c1 (stereo not drawn),3%
O=C(OCCCc1ccccc1)c1cccnc1,44%[activator]
O=C1CSc2ccc(C(=O)NN(c3ccccc3)c3ccccc3)cc2N1,u
COCC[C@]1(O)CCN(C(=O)c2cc(-n3cccn3)ccc2Cl)C[C@H]1C,3%
CC(C)c1ccc(CC(=O)N2CCCc3ncc(C(=O)Nc4cccnc4)cc32)cc1,-2%[176 µM]
O=C(c1ccccc1)N1C[C@H]2OC(=O)N(CCc3cccc(Cl)c3)[C@H]2C1,-4%
COCc1nnc(NC(=O)Cn2ccc3ccc(Br)cc32)s1,24%

(further entries)
12-LOX inh | canonical_smiles
u | CCOC(=O)C1CCN(C(=O)CCN(CC)C(=O)c2cc(C)oc2C)CC1
24% | COc1ccc(CNC(=O)Cn2cccc2-c2nc(-c3ccc(F)cc3)no2)cc1
19% | Cc1ccc(-n2nc3n(c2=O)CCN(C(=O)c2ccc(C(F)(F)F)cc2)C3)cc1
24% | CN1[C@@H](CCC(=O)NCc2ccccc2)CNC(=O)[C@@H]2[C@H]1CCN2Cc1ccc(S(C)(=O)=O)cc1
-3% | FC(F)(F)c1ccc2nnc(SCc3c(Cl)cccc3Cl)n2c1
21% | COc1cccc(CCC(=O)NCc2nnc3ccc(-c4ccccc4)nn23)c1
u | Cc1cc(OC(C)(C)c2n[nH]c(=S)n2CC(C)C)ccc1Cl
-15% | Cc1ccnc(NC(=O)Cc2ccc(Cl)cc2Cl)c1
42%[activator] | CSCCC(=O)N1CCCC1C(=O)Nc1cccc(-n2cccn2)c1 (stereo not drawn)
u | C1CCN(CC2CCCN2)CC1 (stereo not drawn)
28% | NS(=O)(=O)c1ccc(CNc2nccc(-c3cccnc3)n2)cc1
9% | CS(=O)(=O)N(C1CCOCC1)C1CCN(C(=O)c2ccc(Cl)cc2)CC1
u | CC1Cc2cc(C(=O)Nc3cccc(-c4nnc5n4CCCCC5)c3)ccc2N1S(C)(=O)=O (stereo not drawn)
41%[activator] | Cc1cc(C)n(-c2ccc(F)cc2CN2CCC3(CC2)COC(=O)O3)n1
u | CC(=O)c1ccc(NC(=O)N2C[C@@H]3C[C@H](C2)c2ccc(NC(=O)Nc4cccc(C#N)c4)c(=O)n2C3)cc1
96%[activator] | COc1ccc(-c2noc([C@@H]3Cc4nc[nH]c4CN3Cc3ccc(NC(C)=O)cc3)n2)cc1
-3%[176 µM] | O[C@@H]1C[C@@H](c2nc(-c3cccnc3)no2)N(CC2CC2)C1
66% | Cc1nc([C@H]2CCN(Cc3cc(F)c(F)cc3F)C[C@H]2NC(=O)C2CC2)n[nH]1
45%[activator] | Cc1ccc(C)c(C(=O)N2CCCN(C)c3ccccc32)c1
-12% | Cc1cc(NC(=O)c2cc(-c3ccc(Br)cc3)nc3ccccc23)nn1C
-19% | CCc1nnc(CN(CC)C(=O)c2ccc3nc(-c4ccccc4)cn3c2)o1
u | OC(COCc1ccc(Cl)cc1)Cn1nnc(-c2cccc(Cl)c2)n1 (stereo not drawn)
u | Cc1ccc(CNCc2ccc(-c3cccc(C(=O)O)c3)o2)cc1
27% | CCN(CC)C(=O)N1CCC2(CC1)CC(N1CCN(c3ccccn3)CC1)CCO2 (stereo not drawn)
